TNAP inh pNP = inhibitors of human tissue-nonspecific alkaline phosphatase; AID 615; inhibition, % at 20 µM; P05186; purified TNAP, pNPP hydrolysis, absorbance 405 nm; 21,000 tested, under 10 active;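 further: 0% = DMSO only wells and 100% = 1 mM levamisole wells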
Target sequence (P05186 whole entry, looked up): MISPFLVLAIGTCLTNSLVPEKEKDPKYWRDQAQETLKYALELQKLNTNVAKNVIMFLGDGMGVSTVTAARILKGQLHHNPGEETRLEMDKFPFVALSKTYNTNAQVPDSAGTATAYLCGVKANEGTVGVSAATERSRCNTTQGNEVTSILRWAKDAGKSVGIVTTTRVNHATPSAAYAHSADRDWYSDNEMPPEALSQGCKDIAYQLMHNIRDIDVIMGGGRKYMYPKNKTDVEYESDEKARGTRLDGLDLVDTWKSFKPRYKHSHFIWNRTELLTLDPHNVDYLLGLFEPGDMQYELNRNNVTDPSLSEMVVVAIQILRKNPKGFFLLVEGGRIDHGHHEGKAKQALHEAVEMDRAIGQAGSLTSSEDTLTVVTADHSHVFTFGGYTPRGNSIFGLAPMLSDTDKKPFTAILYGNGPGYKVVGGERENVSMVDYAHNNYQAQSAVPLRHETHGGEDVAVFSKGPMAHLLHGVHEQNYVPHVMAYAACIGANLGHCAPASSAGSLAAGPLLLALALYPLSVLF
TNAP inh Pi = blocks human TNAP phosphate release | P05186 | inhibition, % at 20 µM | 21,000 tested, under 10 active | purified TNAP, pNPP, malachite green phosphate absorbance
Numbers without * were called inactive.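 How the source made its calls: active means inhibition above 50% at the 20 µM single-dose screen; inactive means the rest.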 The list is partial (hit frequency here may not be typical).

TNAP inh pNP	TNAP inh Pi	mol
-1	11	C=C(C)COc1ccc(-c2[nH]ncc2Oc2ccccc2OCC)c(O)c1
0	4	O=S(=O)(NCc1cccnc1)c1ccc(Cl)c(Cl)c1Cl
5	18	CCN(CC(=O)Nc1ccccc1C(=O)OC)S(=O)(=O)c1ccccc1
1	4	CC(C[N+](C)(C)C)OC(N)=O (stereo unspecified)
8	10	N#C/C(C(=O)N1CCCCC1)=C1\Nc2ccccc2S1
6	4	Clc1ccccc1-c1nc(-c2ccccc2)n[nH]1
7	18	CC1=C(C#N)C(C(F)(F)F)(C(F)(F)F)N=C(c2ccco2)N1
2	14	CCCCC(SCC(=O)Nc1ccccc1)C(=O)O (stereo unspecified)
3	3	O=C(O)CC(NC(=O)OCc1ccccc1)c1ccccc1 (stereo unspecified)
4	15	Cc1nnc(Oc2ccccc2)c2ccccc12
0	0	O=c1cc(O)nc(SCc2ccccc2)[nH]1
4	-17	COc1ccc(N2C(=O)CCC(C(C)=O)=C2C)cc1
2	11	COc1ccc(OC)c(S(=O)(=O)N2CCN(C)CC2)c1
5	-26	O=C(O)c1ccc(NS(=O)(=O)/C=C/c2ccccc2)cc1O
3	6	Cc1cc(NC(=O)CCC2CCCC2)no1
2	5	C1CCC(OCCN2CCN(CCOC3CCCCC3)CC2)CC1
3	12	CN1CCN(c2ccccc2NC(=O)c2cc(Br)ccc2Cl)CC1
-11	-2	Cn1c(=O)c2c(nc(CN3CCC(C(N)=O)CC3)n2CCc2ccccc2)n(C)c1=O
-2	3	Cc1cc(NC(CC(C)C)C(=O)O)nc(Cc2ccccc2)n1 (stereo unspecified)
1	10	Cc1ccc(-c2noc(CNCCCN(C)C)n2)cc1
0	0	Cc1ccc(S(=O)(=O)N2CCOCC2)cc1C(=O)NCc1ccco1
5	12	CN1CCN(C(=O)c2ccc(COc3ccc(Cl)cc3Cl)cc2)CC1
0	0	O=C(c1cccs1)N1CCC(N2CCN(c3ccccc3)CC2)CC1
0	0	O=C(NCc1ccco1)c1cc2c(s1)CCCCC2
6	1	CS(=O)(=O)N(CCc1ccccc1)CC(=O)NCc1ccccn1
4	8	Cn1c(SCC(=O)Nc2sc3c(c2C#N)CCC3)nnc1C1COc2ccccc2O1 (stereo unspecified)
1	13	Cc1cc(NC(=O)c2cnn3cccnc23)nn1CC(=O)Nc1cccnc1
5	11	COc1ccc(NC(=O)c2c(C)cc(=O)oc2C)c(OC)c1
2	4	CCOC(=O)C1=C(c2ccccc2)NC(SCC(=O)Nc2ccc(C)cc2)=C(C#N)C1c1ccco1 (stereo unspecified)
0	-8	O=C(COC(=O)c1ccccc1NC(=O)c1ccco1)NCCC1=CCCCC1
3	7	CN1CCN(c2ccccc2NC(=O)c2cccc(OCc3ccccc3)c2)CC1
-10	-7	CCN(CC(N)=O)S(=O)(=O)c1ccc(Br)cc1
-5	1	Cn1c(CCN2CCN(c3ccccc3)CC2)nc2cc(NC(=O)c3ccco3)ccc21
0	-3	CC1(C)Cc2c(sc3[nH]c(=S)n(Cc4ccco4)c(=O)c23)CO1
0	5	Cc1cccc(N(C)C(=S)Oc2ccc3ccccc3c2)c1
7	15	COc1ccc(CN2CCC(CNC(=O)NC3CCCCC3)CC2)cc1
2	-37	CC(=O)SCCC(=O)N1C(C)CCCC1C(=O)O (stereo unspecified)
1	8	NC(=O)c1c(N)sc(=S)n1-c1ccccc1
4	12	C=CC(C)n1c(Br)nc2c1c(=O)[nH]c(=O)n2C (stereo unspecified)
-6	-4	CCN1C(=O)/C(=C\N2CCCc3ccccc32)SC1=S
4	10	COc1ccc(CCN(CC(=O)NC2CCCC2)C(=O)CCC(=O)Nc2cc(C)on2)cc1OC
-9	-13	COc1ccccc1N(O)C1CC(=O)N(c2ccc(F)cc2)C1=O (stereo unspecified)
4	8	CSCC[C@H](NC(=O)OC(C)(C)C)c1nnc(SCC(=O)Nc2c(C)cccc2C)o1
1	6	Cc1ccc(-c2nn(CC(=O)NCC3CCCO3)c(=O)c3ccccc23)cc1 (stereo unspecified)
7	-4	O=C(COc1ccccc1)N1CCN(S(=O)(=O)Cc2ccccc2)CC1
9	10	O=C(O)COc1nsnc1N1CCOCC1
-2	16	COc1ccc(C2=NOC(CN3C(=O)c4ccccc4S3(=O)=O)C2)cc1 (stereo unspecified)
-1	11	CSc1nc2oc3c(c2c2nncn12)CC(C)(C)SC3
6	10	N#Cc1cc2cc3c(cc2nc1SCC(=O)OC1CCCCC1)OCO3
-1	6	CC(=O)Nc1ccc(-c2nc(C)c(C(C)=O)n2O)cc1
4	8	C=CCSC1=C(C#N)C(c2ccccc2OC)CC(=O)N1 (stereo unspecified)
6	-13	c1ccc(CSc2nncn2-c2ccccn2)cc1
3	9	COc1ccc2[nH]c(=O)c(CN(C(C)=O)C3CCCCC3)cc2c1
5	-6	N#C/C(C(=O)N1CCOCC1)=C1\Nc2ccccc2S1
4	6	O=C(NCc1ccccc1)c1cnsn1
6	9	CCc1oc2ccccc2c1C(=O)CCN1CCCCC1

The list goes on:
TNAP inh pNP	TNAP inh Pi	mol
4	9	COc1cccc(Cn2c(OCC3CCCO3)nc3c2c(=O)n(C)c(=O)n3C)c1 (stereo unspecified)
3	2	CCSc1nnc2c(Cl)cc(Cl)cn12
0	0	Cc1cc(C)nc(NS(=O)(=O)c2ccc(NC(=O)c3ccc4c(c3)OCO4)cc2)n1
5	9	O=S(=O)(c1ccc(S(=O)(=O)N2CCN(C3CCCCC3)CC2)cc1)N1CCCCCC1
0	0	NS(=O)(=O)c1ccc(NC(=O)CN2CCN(Cc3ccccc3)CC2)cc1
2	12	COC(=O)c1ccc(NC(=O)COc2ccc(S(=O)(=O)NC(C)C)cc2)cc1
0	0	O=C1C=C(O)CC(c2cccs2)C1 (stereo unspecified)
-1	8	CCc1ccc(NC(=O)C2CCN(S(C)(=O)=O)CC2)cc1
6	11	CCN1C(=O)N(C)C(N(O)C(=O)NC)C1(C)C (stereo unspecified)
5	9	CC(=O)Nc1cc(OC(=O)c2ccco2)cc(OC(=O)c2ccco2)c1
1	5	CC(=O)c1cccc(NC(=O)N2CCN(S(C)(=O)=O)CC2)c1
1	12	c1ccc(-n2cnnc2SCc2nc3ccccc3s2)cc1
9	17	Cc1ccc2[nH]c3c(N4CCN(Cc5ccccc5)CC4)ncnc3c2c1
1	7	O=c1[nH]c2ccc(S(=O)(=O)N3CCCCC3)cc2[nH]1
5	-12	CCOC(=O)C1=C(CN2CCC(C)CC2)NC(=O)NC1c1ccc(Cl)cc1 (stereo unspecified)
-4	13	O=C(Cn1nc(-c2cccc(Cl)c2)ccc1=O)Nc1cccnc1
2	6	COC(=O)c1ccc(-c2n[nH]c(=O)c3ccccc23)cc1
6	7	O=C(CN(c1ccc2c(c1)OCCO2)S(=O)(=O)c1ccccc1)NCC1CCCO1 (stereo unspecified)
4	10	Cc1ccc2cc(CN(Cc3cccs3)Cc3nnnn3CC3CCCO3)c(=O)[nH]c2c1C (stereo unspecified)
4	14	c1ccc(-c2nnc3n2N=C(c2ccc4c(c2)OCO4)CS3)nc1
9	16	CCCOc1cccc(CN2CCCCC2c2cccnc2)c1 (stereo unspecified)
-3	-2	CCC/C(O)=C1\C(=O)CCCC1=NC(C)C(=O)O (stereo unspecified)
5	16	O/C(=C\Sc1nnc(Cc2ccccc2)o1)c1ccc(Br)cc1
6	15	NS(=O)(=O)c1ccc(-n2nncc2C23CC4CC(CC(C4)C2)C3)cc1
2	6	O=C(CN1CCN(C(=O)N2CCCCC2)CC1)Nc1ccc(F)cc1
9	15	O=C(CSc1nnc(CNc2ccc(F)cc2)o1)N1CCCc2ccccc21
1	5	O=[n+]1c2c(n([O-])c3c1CCC3)CCCC2
-1	8	Cc1cc(C(=O)NC(C)c2ccncc2)cs1 (stereo unspecified)
-1	6	COc1ccc(C2CC(c3cccc(OC)c3OC)n3nnnc3N2)cc1 (stereo unspecified)
0	0	CN(C)S(=O)(=O)NCc1ccc2c(c1)OCO2
2	9	O=c1c2c3c(sc2nc2n1CCCCC2)CCCCC3
-12	-5	Cc1ccc(S(=O)(=O)Nc2nc3ccc(S(=O)(=O)N4CCCC4)cc3s2)cc1

In another format: results already given.
| molecule | TNAP inh pNP | TNAP inh Pi |
| --- | --- | --- |
| O=c1[nH]c2ccc(S(=O)(=O)N3CCCCC3)cc2[nH]1 | 1 | 7 |
| CCOC(=O)C1=C(CN2CCC(C)CC2)NC(=O)NC1c1ccc(Cl)cc1 (stereo unspecified) | 5 | -12 |
| O=C(Cn1nc(-c2cccc(Cl)c2)ccc1=O)Nc1cccnc1 | -4 | 13 |
| COC(=O)c1ccc(-c2n[nH]c(=O)c3ccccc23)cc1 | 2 | 6 |
| O=C(CN(c1ccc2c(c1)OCCO2)S(=O)(=O)c1ccccc1)NCC1CCCO1 (stereo unspecified) | 6 | 7 |
| Cc1ccc2cc(CN(Cc3cccs3)Cc3nnnn3CC3CCCO3)c(=O)[nH]c2c1C (stereo unspecified) | 4 | 10 |
| c1ccc(-c2nnc3n2N=C(c2ccc4c(c2)OCO4)CS3)nc1 | 4 | 14 |
| CCCOc1cccc(CN2CCCCC2c2cccnc2)c1 (stereo unspecified) | 9 | 16 |
| CCC/C(O)=C1\C(=O)CCCC1=NC(C)C(=O)O (stereo unspecified) | -3 | -2 |
| O/C(=C\Sc1nnc(Cc2ccccc2)o1)c1ccc(Br)cc1 | 5 | 16 |
| NS(=O)(=O)c1ccc(-n2nncc2C23CC4CC(CC(C4)C2)C3)cc1 | 6 | 15 |
| O=C(CN1CCN(C(=O)N2CCCCC2)CC1)Nc1ccc(F)cc1 | 2 | 6 |
| O=C(CSc1nnc(CNc2ccc(F)cc2)o1)N1CCCc2ccccc21 | 9 | 15 |
| O=[n+]1c2c(n([O-])c3c1CCC3)CCCC2 | 1 | 5 |
| Cc1cc(C(=O)NC(C)c2ccncc2)cs1 (stereo unspecified) | -1 | 8 |
| COc1ccc(C2CC(c3cccc(OC)c3OC)n3nnnc3N2)cc1 (stereo unspecified) | -1 | 6 |

The listing continues:
TNAP inh pNP	TNAP inh Pi	mol
7	13	CCCCC1CC1C(=O)Nc1ccc(OC)c(OC)c1 (stereo unspecified)
-7	3	COc1ccc(-c2nc3scc(-c4ccccc4)n3n2)cc1
7	10	COc1ccc(OCCSc2nnnn2C2CCCCC2)cc1
8	12	O=C(CSc1nnc(CCc2nc3ccccc3[nH]2)n1-c1ccccc1)NCc1ccco1
0	0	C=CCc1c(C)nc(SCCC)[nH]c1=O
4	12	COc1cc(NC(=O)c2ccco2)c(OC)cc1NC(=O)CCC(=O)Nc1cccc(C)c1C
2	12	Cc1c(C(=O)Nc2ccc(N3CCOCC3)cc2)oc2ccccc12
1	5	COc1ccc(OCC(O)Cn2c(Nc3cccc(C)c3)nc3c2c(=O)n(C)c(=O)n3C)cc1 (stereo unspecified)
-1	6	O=C(COc1ccc2c3c(c(=O)oc2c1)CCC3)c1ccc2c(c1)OCO2
10	11	COc1cc(C2c3c(-c4cc(Cl)c(C)cc4O)n[nH]c3C(=O)N2Cc2cccnc2)ccc1O (stereo unspecified)
0	4	O=S(=O)(NCc1ccccc1)c1ccc(S(=O)(=O)N2CCCCC2)cc1
6	13	C#CCOC(=O)c1ccccc1C(=O)OCC#C
0	0	O=C1C2ON(c3ccccc3)C(c3ccncc3)C2C(=O)N1c1ccc(Br)cc1 (stereo unspecified)
-6	-9	Cc1cc(/C=N/n2cnnc2)c(C)n1-c1ccc2c(c1)OCO2
6	9	CC1(C)CC(=O)C=C(NCC(=O)O)C1
4	9	O=C(NCC1c2ccccc2CCN1C(=O)CN1CCOCC1)C1CCCCC1 (stereo unspecified)
-3	5	N#CC(C(=O)NCCc1ccccc1)c1nc2ccccc2nc1N1CCCCC1 (stereo unspecified)
0	2	COc1ccc(O)c(CN2CCN(C/C=C/c3ccccc3)CC2)c1
4	7	COc1ccccc1C1(O)CCN(CC(=O)Nc2c(C)nn(C)c2C)CC1
4	8	CCOC(=O)c1ccc(NC(=O)CSc2nnc(COc3ccccc3OC)n2CC)cc1
-7	0	Oc1c(C(Nc2nc3ccccc3s2)c2ccco2)ccc2cccnc12 (stereo unspecified)
6	11	O=C(CCN1CCCCC1)Nc1cccc(Cl)c1
1	7	CC1CC(C)CN(c2oc(-c3ccco3)nc2C#N)C1 (stereo unspecified)
5	8	COc1cc(S(=O)(=O)N2CCC(C(N)=O)CC2)c(C)cc1C
3	5	O=C1CC(c2cccs2)c2cc3c(cc2N1)OCO3 (stereo unspecified)
4	7	CC1(C)C(=O)C2(C(=O)NCc3ccccc3)CCC1C2 (stereo unspecified)
4	10	COc1ccccc1N1CCN(C(=O)CSc2nc(C)c(Cc3ccccc3)c(=O)[nH]2)CC1
2	4	O=C(NCC(=O)N(CC1CCCO1)C(C(=O)NC1CCCC1)c1ccc(F)cc1)c1ccco1 (stereo unspecified)
7	8	O=C(NCc1ccc2c(c1)OCO2)C1CCN(c2ncccn2)CC1
5	9	COc1ccc(C2CC(=O)c3c(C)nc(N4CCN(Cc5ccccc5)CC4)nc3C2)cc1OC (stereo unspecified)
-2	7	COc1ccc(N/C=C(\C#N)c2nc3ccccc3n2C)c(OC)c1
8	11	O=C(COC(=O)C1CCC1)Nc1ccc(OC(F)F)cc1
4	9	COc1cccc(-c2nc(NCC3CCCO3)c3ccccc3n2)c1O (stereo unspecified)
7	5	CC(=O)CC1(O)C(=O)N(CN2CCN(c3ccccc3)CC2)c2ccccc21 (stereo unspecified)
0	5	Cc1ccc2[nH]c(=O)c(COC(=O)C3CCCO3)cc2c1 (stereo unspecified)
1	8	CCn1nc(NC(=O)c2ccccn2)c2cc3cc(C)ccc3nc21
4	4	CCn1c(CNc2ccc(C)cc2C)nnc1SCC(=O)N1CCCc2ccccc21
